# N370S GC mod – inhibitors or activators of N370S glucocerebrosidase for Gaucher disease. 330,000 compounds, 0.092% hits. AID 2101. N370S GC spleen homogenate, 4MU-glucoside fluorescence. Potency, µM (titrated, usually from 59.4 µM), for inactives: at the top dose activity change, negative = inhibition, hits mostly inhibitors. P04062;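 further: 0% = full enzyme activity and -100% = no enzyme basal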
# FEN1 inhibitor – human FEN1 inhibition; P39748; Recombinant FEN1 flap cleavage, fluorescence, 15 min; Potency, µM (top dose mostly 114 µM), for the others: at the top dose activity change, negative = inhibition, usual class: inhibitors; 390,000 compounds, 0.35% hits; AID 588795; further: nearly all actives have a fitted effect of over 65% in size
# Target sequence (P39748 whole entry, looked up): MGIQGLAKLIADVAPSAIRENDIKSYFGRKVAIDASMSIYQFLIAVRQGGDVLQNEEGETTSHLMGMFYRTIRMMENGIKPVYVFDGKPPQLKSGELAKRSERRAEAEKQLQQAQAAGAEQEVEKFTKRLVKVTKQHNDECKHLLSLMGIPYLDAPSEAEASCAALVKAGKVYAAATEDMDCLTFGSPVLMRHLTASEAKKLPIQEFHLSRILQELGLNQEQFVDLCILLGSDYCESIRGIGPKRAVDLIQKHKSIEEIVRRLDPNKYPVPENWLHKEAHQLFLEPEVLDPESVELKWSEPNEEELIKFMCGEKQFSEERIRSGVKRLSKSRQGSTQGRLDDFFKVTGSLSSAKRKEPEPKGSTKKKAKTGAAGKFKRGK
#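 Reaction started by adding substrate (50 nM final) to 10 nM enzyme after 15 min room-temperature compound preincubation. Reads at 0 and 15 min, with data normalized and fitted to a four-parameter Hill equation.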
# TDP1 inh – TDP1 (human) enzyme inhibition | recombinant TDP1, AlphaScreen DNA substrate cleavage | AID 485290 | 350,000 compounds, 0.28% hits | Q9NUW8 | Potency, µM (doses to about 130 µM), inactives show at the top dose activity change, negative = inhibition, usual class: inhibitors; further: nearly all actives have a fitted effect of over 40% in size
# Target sequence (Q9NUW8 whole entry, looked up): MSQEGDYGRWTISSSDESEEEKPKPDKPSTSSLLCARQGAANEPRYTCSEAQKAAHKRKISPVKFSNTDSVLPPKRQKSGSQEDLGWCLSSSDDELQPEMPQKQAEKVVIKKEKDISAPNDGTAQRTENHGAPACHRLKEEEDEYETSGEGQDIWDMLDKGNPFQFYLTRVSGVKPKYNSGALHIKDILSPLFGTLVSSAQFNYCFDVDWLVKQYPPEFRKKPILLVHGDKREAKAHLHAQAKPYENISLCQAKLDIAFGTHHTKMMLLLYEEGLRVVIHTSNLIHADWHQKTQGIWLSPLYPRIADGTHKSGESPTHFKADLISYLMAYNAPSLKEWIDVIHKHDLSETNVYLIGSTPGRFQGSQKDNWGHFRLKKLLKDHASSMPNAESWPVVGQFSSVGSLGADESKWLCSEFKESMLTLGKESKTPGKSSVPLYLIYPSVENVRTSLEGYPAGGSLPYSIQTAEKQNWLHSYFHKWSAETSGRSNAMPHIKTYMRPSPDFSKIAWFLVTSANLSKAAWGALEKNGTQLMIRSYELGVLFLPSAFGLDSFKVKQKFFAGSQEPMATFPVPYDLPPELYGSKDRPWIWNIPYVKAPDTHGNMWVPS
#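 Compounds were preincubated with Tdp1 (1 nM final) for 15 min at room temperature before substrate (15 nM final) started a 5 min reaction; beads (10 ug/ml final) were then added for 10 min before AlphaScreen detection.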
# An asterisk follows results filed as active; u = inconclusive; x = not tested or not shown. The call rests on the fitted dose curve; in most records, active means well fitted curve in the direction sought with a large enough effect; inconclusive means small, poorly fitted or top-dose-only effect, or another doubt; inactive means no such curve, though single readings can be large; an effect the other way counts as inactive or inconclusive. Unless noted, on the % scale 0 is the no-effect control and ±100 the full control effect; potency means the concentration at half of the fitted maximal effect.
mol | N370S GC mod | FEN1 inhibitor | TDP1 inh
Cc1ccccc1OCCN1C(=O)C(=O)c2cccc(C)c21 | 5.2% | 8.8% | 5.5%
Cc1nc(C(F)(F)F)c(C(=O)N=CN(C)C)s1 | 6.5% | 2.6% | -2.7%
CSc1ncccc1C(=O)OCC(=O)Nc1ccc(S(=O)(=O)N2CCCC2)cc1 | 6.3% | -13.0% | -2.7%
CCCCc1nc2cc(C(=O)N3CCN(c4cnccn4)CC3)ccc2o1 | 3.9% | -2.4% | 3.1%
O=C(COc1ccc(Cl)cc1Cl)N/N=C/C1CC=CCC1 (stereo not given) | -10.7% | 1.7% | 5.5%
COC(=O)c1ccccc1S(=O)(=O)N1CCC(C(=O)NCCC2=CCCCC2)CC1 | x | -16.7% | 1.4%
CC(C)(C)C1CCC2(CC1)CC(=O)c1ccccc1O2 (stereo not given) | 8.8% | -5.9% | 0.0%
CCc1cccc(NC(=S)Nc2ccc(CN3CCOCC3)cc2)c1 | 1.0% | -18.3% | 5.7%
COc1cc(CNn2cn[nH]c2=S)cc(Cl)c1OCc1ccccc1 | -2.3% | -13.6% | 4.8%
CC(=O)Oc1ccc(C(c2ccc(OC(C)=O)cc2)c2ccccn2)cc1 | u | 13.5% | 8.2%
CC(C)(C)OC(=O)N1CCC(c2c(C(=O)NCc3ccc4c(c3)OCO4)cnn2-c2ccccc2Cl)CC1 | x | -16.7% | 3.2%
CN(C)/C=N/c1nc2ccc3c(c2s1)CCCC3 | 6.9% | -5.6% | 1.0%
COc1cccc(NC(=O)C2CCN(C(=O)[C@@H]3Cc4ccccc4CN3C(=O)OC(C)(C)C)CC2)c1 | 1.4% | 11.2% | 2.6%
Cn1c(-c2ccc(C=O)s2)nc2c3ccccc3c3ccccc3c21 | 13.6% | 0.0% | 6.6%
Cc1ccccc1-n1c(=O)/c(=C\c2ccco2)s/c1=C(/C#N)C(=O)Nc1ccccc1 | -7.7% | 10.8% | 10.4%
Cc1ccc[n+](/C(=C\C(=C=[N-])C#N)C(=O)c2ccc(Cl)cc2)c1 | -7.7% | -13.6% | -2.8%
O=C(NCc1cccs1)c1ccc(N2CCCCC2)nc1 | 12.3% | -14.7% | 3.1%
COc1ccc(C(=O)NC(=O)NC2(C(Cl)(Cl)Cl)OCCO2)cc1 | -14.3% | 2.5% | 4.8%
Cc1ccc(NC(=O)c2cc3c(=O)n(Cc4ccco4)ccc3nc2C)cc1C | x | 4.7% | 8.4%
CCOC(=O)C1=C(C)NC(C)=C(C(=O)OCCNC(=O)c2cccnc2)C1c1cccc([N+](=O)[O-])c1 (stereo not given) | 4.3% | 6.0% | 5.3%
CCNc1nc(NCC)n2c(SCC(=O)Nc3c(C)cccc3C)nnc2n1 | 5.6% | 5.6% | x
O=C(O)CCc1nnc(SCC(=O)Nc2cccc(C(F)(F)F)c2)[nH]c1=O | -8.2% | -10.6% | 2.6%
CC(=O)c1cn(-c2ccc(Cl)cc2)c(=O)n(Cc2ccc(Br)cc2)c1=O | -7.7% | -9.5% | -14.6%
CCOC(=O)N1CCC(NC(=O)c2cc(S(=O)(=O)N(CC)CC)ccc2F)CC1 | -8.3% | 1.6% | 0.0%
CCOc1cc(C(C(=O)NCC2CCCO2)N(C(=O)Cn2nnc3ccccc32)c2ccccc2C)ccc1O (stereo not given) | -4.4% | -0.1% | x
Cc1ccc(NC(=O)C2CCN(C(=O)c3cnn(-c4ccccc4)c3-n3cccc3)CC2)cc1 | x | 1.8% | 2.5%
Cc1ccc(S(=O)(=O)N2c3ccccc3NC(=O)C2CC(=O)Nc2ccccc2)cc1 (stereo not given) | 4.2% | -13.0% | 1.1%
Cc1occc1C(=O)Nc1cccc(C(=O)NCc2ccccc2)c1 | -5.0% | -14.4% | 0.0%
O=c1c2sccc2nc(SCc2cc(=O)n3cc(Br)ccc3n2)n1Cc1ccccn1 | 14.0% | -14.0% | -3.4%
Cc1ccc(S(=O)(=O)Cc2nc3ccccc3c(=O)[nH]2)cc1 | 5.6% | -9.6% | 1.0%
CC1(C)NC(=O)N(CC(=O)NNC(=O)c2ccccc2F)C1=O | x | 1.4% | 0.8%
COc1cc(OC)cc(C(=O)Nc2ccc3nc4n(c(=O)c3c2)CCCC4)c1 | 5.3% | 0.2% | x
CC(Sc1nnc(N)s1)C(=O)Nc1nccs1 (stereo not given) | 2.4% | -4.5% | 3.0%
COc1ccc(OC)c(NC(=O)c2cc3c(Cl)nc4ccccc4c3s2)c1 | 9.2% | 3.8% | -1.2%
COc1ccc(Cn2ccnc2SCC(=O)Nc2ccc3c(c2)OCCO3)cc1 | x | -0.8% | 5.5%
O=C(Cc1ccc(F)cc1)Nc1cccc(S(=O)(=O)N2CCCC2)c1 | 1.4% | -0.3% | 6.3%
COc1ccc2nc(NC(=O)c3cc(=O)c4ccccc4o3)sc2c1 | x | -3.9% | 6.1%
COc1ccc(C(=O)NNC(=S)NC(=O)c2ccc(OC)cc2)cc1 | -2.4% | 1.5% | x
COC(=O)COc1ccc(S(=O)(=O)NCc2ccccn2)cc1 | 3.4% | -2.9% | 1.8%
O=C(NCc1ccccc1Cl)C1CCCO1 (stereo not given) | -4.0% | 23.0% | 2.7%
CC(C)NC(=O)c1cc2cc(Br)ccc2oc1=O | 3.0% | -0.6% | 5.7%
CCOC(=O)c1c(C)[nH]c(C)c1S(=O)(=O)NCC(=O)N1CCN(c2ccccc2OC)CC1 | x | 0.7% | 7.9%
COCCn1c(-c2cccs2)nc2nc3ccccc3nc21 | u | -5.6% | -1.9%
CCOc1ccc(N(CC)S(=O)(=O)N2CCCC(C(=O)Nc3ccc(OC)c(Cl)c3)C2)cc1 (stereo not given) | x | -16.7% | 0.0%
CC(C)CC(NC(=O)C1CCC(C)CC1)C(=O)Nc1cccnc1 (stereo not given) | -2.2% | 3.4% | 6.5%
CCCCn1c(=O)c(C(=O)OCC)c(O)c2ccccc21 | 8.5% | -2.8% | -7.7%
CC(=O)C1C(c2cn(-c3ccccc3)nc2-c2cccs2)NC(=O)NC1(O)C(F)(F)F (stereo not given) | -1.6% | 17.2% | 0.0%
O=C(Cc1ccc(F)cc1)OCn1nnc2ccccc2c1=O | -4.9% | -0.5% | x
Cc1cc(C)cc(C(=O)NCC(=O)OCC(=O)Nc2ccc(C)cc2Br)c1 | 19.0% | 8.9% | 2.5%
Cc1ccccc1-c1ncc(CN2CCC(CO)(CCCc3ccccc3)CC2)cn1 | -17.3% | -25.2% | x
CCN1CCN(C(=O)CCc2nnc3ccc(N4CCN(c5cccc(OC)c5)CC4)nn23)CC1 | -9.6% | 21.8% | 4.0%
COc1ccc(C(=O)CSc2nc(C)cc(=O)[nH]2)cc1 | 2.2% | -2.0% | -1.1%
O=C(Oc1cccc(F)c1)c1ccc2c(=O)n3c(nc2c1)CCC3 | -0.5% | 0.1% | -7.5%
CCN(CC)CCn1cnc2c1c(=O)n(CCOC(=O)c1cc(OC)c(OC)c(OC)c1)c(=O)n2C | -0.2% | 8.0% | 0.0%
Nc1c(-c2ccccc2)cnn1-c1ccccc1 | -5.2% | -5.5% | x
COC(=O)C1(C)NC(c2ccc(O)cc2)C2C(=O)N(c3ccc(F)cc3)C(=O)C21 (stereo not given) | -2.4% | -0.1% | -0.1%
c1ccc(CN2CCOCCOCCOCCOCCOCCOCC2)cc1 | 9.2% | -4.2% | 2.5%
O=[N+]([O-])c1ccccc1CN1CCN(S(=O)(=O)Cc2ccccc2)CC1 | -4.9% | -4.8% | 3.0%
CN(CC(=O)Nc1ccc(N2CCOCC2)cc1)C(=O)CSc1ccccc1F | x | 2.8% | 0.6%
Cc1nnc(SCc2nc3sc(C(=O)O)c(C)c3c(=O)[nH]2)s1 | 5.3% | u | u

# As a short view, 18 of the compounds above:
mol | N370S GC mod | FEN1 inhibitor | TDP1 inh
COCCn1c(-c2cccs2)nc2nc3ccccc3nc21 | u | -5.6% | -1.9%
CCOc1ccc(N(CC)S(=O)(=O)N2CCCC(C(=O)Nc3ccc(OC)c(Cl)c3)C2)cc1 (stereo not given) | x | -16.7% | 0.0%
CC(C)CC(NC(=O)C1CCC(C)CC1)C(=O)Nc1cccnc1 (stereo not given) | -2.2% | 3.4% | 6.5%
CCCCn1c(=O)c(C(=O)OCC)c(O)c2ccccc21 | 8.5% | -2.8% | -7.7%
CC(=O)C1C(c2cn(-c3ccccc3)nc2-c2cccs2)NC(=O)NC1(O)C(F)(F)F (stereo not given) | -1.6% | 17.2% | 0.0%
O=C(Cc1ccc(F)cc1)OCn1nnc2ccccc2c1=O | -4.9% | -0.5% | x
Cc1cc(C)cc(C(=O)NCC(=O)OCC(=O)Nc2ccc(C)cc2Br)c1 | 19.0% | 8.9% | 2.5%
Cc1ccccc1-c1ncc(CN2CCC(CO)(CCCc3ccccc3)CC2)cn1 | -17.3% | -25.2% | x
CCN1CCN(C(=O)CCc2nnc3ccc(N4CCN(c5cccc(OC)c5)CC4)nn23)CC1 | -9.6% | 21.8% | 4.0%
COc1ccc(C(=O)CSc2nc(C)cc(=O)[nH]2)cc1 | 2.2% | -2.0% | -1.1%
O=C(Oc1cccc(F)c1)c1ccc2c(=O)n3c(nc2c1)CCC3 | -0.5% | 0.1% | -7.5%
CCN(CC)CCn1cnc2c1c(=O)n(CCOC(=O)c1cc(OC)c(OC)c(OC)c1)c(=O)n2C | -0.2% | 8.0% | 0.0%
Nc1c(-c2ccccc2)cnn1-c1ccccc1 | -5.2% | -5.5% | x
COC(=O)C1(C)NC(c2ccc(O)cc2)C2C(=O)N(c3ccc(F)cc3)C(=O)C21 (stereo not given) | -2.4% | -0.1% | -0.1%
c1ccc(CN2CCOCCOCCOCCOCCOCCOCC2)cc1 | 9.2% | -4.2% | 2.5%
O=[N+]([O-])c1ccccc1CN1CCN(S(=O)(=O)Cc2ccccc2)CC1 | -4.9% | -4.8% | 3.0%
CN(CC(=O)Nc1ccc(N2CCOCC2)cc1)C(=O)CSc1ccccc1F | x | 2.8% | 0.6%
Cc1nnc(SCc2nc3sc(C(=O)O)c(C)c3c(=O)[nH]2)s1 | 5.3% | u | u

# Following part
SMILES,N370S GC mod,FEN1 inhibitor,TDP1 inh
CC(C)(C)[C@@H]1COC(=O)[C@@H](Cc2ccc(F)cc2)C/C=C\C[C@H](CC(=O)N(CCO)Cc2ccccc2)C(=O)N1,x,-12.2%,2.3%
COc1ccccc1N1CCN(C(=O)c2cc(-c3ccc4c(c3)OCO4)on2)CC1,8.4%,-14.4%,-4.7%
CCOC(=O)C1CCCN(c2nc3ccccc3nc2C(C#N)C(=O)OC(C)C)C1 (stereo not given),-12.3%,7.2%,2.6%
CCc1cccc(C)c1Nc1c(-c2ccc(N3CCOCC3)cc2)nc2ncccn12,x,0.0%,7.5%
COc1ccc(-c2nnc3c4ccccc4c(C)nn23)cc1S(=O)(=O)N1CCN(CCO)CC1,u,-17.4%,-2.5%
CCn1cc(S(=O)(=O)Nc2ccc3c(c2)OCCO3)cn1,6.0%,-1.3%,6.1%
Oc1ccc(Nc2ncnc3ccccc23)cc1,-12.9%,12.2%,x
Cc1ccc(C)c(NC(=O)Cn2nc(C)c3ccccc3c2=O)c1,-11.5%,-2.2%,2.4%
O=C(CSc1nnc(-c2ccc3c(c2)OCO3)o1)Oc1ccccc1,x,-2.3%,0.0%
O=C(Nc1ccc2[nH]ncc2c1)c1ccc(F)cc1,4.5%,0.2%,x
CCOc1ccc(NC(=O)C2CCN(S(=O)(=O)c3c(C)noc3/C=C/c3cccs3)CC2)cc1,x,15.0%,2.3%
Cc1cc(C)c(NC(=O)c2ccccc2CCc2ccccc2)c(C)c1,3.8%,-16.3%,0.0%
CC(Sc1nccn1C)C(=O)c1c(N)n(C)c(=O)n(C)c1=O (stereo not given),-3.7%,0.0%,1.0%
O=C(COc1cccnc1[N+](=O)[O-])N1CCN(C(=O)c2ccco2)CC1,-1.0%,6.2%,x
COc1cc(OC)cc(-c2c(-c3cccs3)c3cc(-c4ccc(N(C)C)nc4)ccc3n2C)c1,x,-4.9%,2.4%
COc1ccc(-n2ncc(C(=O)N3CCOCC3)c2C2CCN(C(=O)OC(C)(C)C)CC2)cc1,x,-0.4%,3.2%
O=C(O)/C=C/C(=O)Nc1c(F)cccc1F,6.7%,18.0%,5.7%
O=C(CCCOc1ccccc1)Nc1cccc(S(=O)(=O)N2CCOCC2)c1,x,12.9%,-0.4%
O=C(Nc1ccc(Cl)cn1)c1ccccc1[N+](=O)[O-],8.2%,-3.2%,0.0%

# Screening results (PubChem)
